Bioassay records from PubChem.
TRHR ag = activates the human TRH receptor; TRHR cells, calcium flux fluo-8, FDSS agonist mode; P34981; AID 493084; 360,000 tested, 0.18% active; activation, % at 2 µM; in the data active = activation above about 30%; also: 0% is about no effect
Target sequence (P34981 whole entry, looked up): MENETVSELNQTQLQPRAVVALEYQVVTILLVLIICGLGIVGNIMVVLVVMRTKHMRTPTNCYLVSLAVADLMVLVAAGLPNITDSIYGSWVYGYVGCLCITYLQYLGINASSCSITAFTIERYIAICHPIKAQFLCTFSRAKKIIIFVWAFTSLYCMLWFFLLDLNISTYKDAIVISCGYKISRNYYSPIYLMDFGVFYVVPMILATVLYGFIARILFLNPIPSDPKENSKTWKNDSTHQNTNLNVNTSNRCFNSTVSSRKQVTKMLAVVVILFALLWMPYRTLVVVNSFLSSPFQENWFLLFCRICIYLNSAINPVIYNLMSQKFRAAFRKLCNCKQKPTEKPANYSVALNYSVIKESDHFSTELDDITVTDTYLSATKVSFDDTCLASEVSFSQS
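Fluo-8-loaded TRHR cells; 10 s baseline, compound added, kinetic Ca2+ fluorescence read 1/s, agonist mode.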
mIDH1 inhibitor = human IDH1 R132H inhibition | O75874 | IDH1-R132H enzyme, NADPH consumption, diaphorase/resazurin fluorescence | Potency, µM (doses to about 76.6 µM), inactives show at the top dose activity change, negative = inhibition, hits mostly inhibitors | 390,000 tested, 0.093% active; also: potency is read from the fitted curve at half-maximal effect; % is scaled to controls: 0 for no effect and ±100 for the full control effect; nearly all actives have a fitted effect of over 65% in size
Target sequence (O75874 whole entry R132H, stated change not applied): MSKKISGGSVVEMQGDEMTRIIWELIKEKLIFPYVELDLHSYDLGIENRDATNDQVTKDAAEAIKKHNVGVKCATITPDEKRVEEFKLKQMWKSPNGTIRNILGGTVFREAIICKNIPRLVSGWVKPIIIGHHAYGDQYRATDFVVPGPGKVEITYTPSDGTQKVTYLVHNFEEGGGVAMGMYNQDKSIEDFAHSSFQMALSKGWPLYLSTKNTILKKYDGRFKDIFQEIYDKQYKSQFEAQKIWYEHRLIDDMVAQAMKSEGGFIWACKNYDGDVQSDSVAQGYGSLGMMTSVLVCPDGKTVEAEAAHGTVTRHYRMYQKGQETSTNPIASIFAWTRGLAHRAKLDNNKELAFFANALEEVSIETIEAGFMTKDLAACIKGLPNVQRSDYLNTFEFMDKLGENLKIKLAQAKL
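IDH1-R132H (0.5 ug/mL) preincubated 30 min with compound, then NADPH (0.016 mM) and alpha-KG (2 mM) added; 80 min at RT, pH 7.5. Remaining NADPH coupled via diaphorase/resazurin to fluorescence (540/590 nm); concentration-response curves normalized to no-enzyme control.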
Pin1 inh = blocks the human prolyl isomerase Pin1; Q13526; Pin1 FP peptide displacement, HiFluor488, 10 min; Potency, µM (titrated, usually from 115 µM), without a hit: top-dose activity, negative = inhibition, usual class: inhibitors; 390,000 tested, 0.009% active; active = well fitted inhibition curve with a large enough effect in the polarisation, with a control signal flat, not every such curve was filed as active; inconclusive = small, poorly fitted or top-dose-only effect, or effect the other way, or a change in a side signal; inactive = no such curve, though single readings can be large or run the other way; the % refers to the polarisation; also: potency is read from the fitted curve at half-maximal effect; % is scaled to controls: 0 for no effect and ±100 for the full control effect
Target sequence (Q13526 whole entry, looked up): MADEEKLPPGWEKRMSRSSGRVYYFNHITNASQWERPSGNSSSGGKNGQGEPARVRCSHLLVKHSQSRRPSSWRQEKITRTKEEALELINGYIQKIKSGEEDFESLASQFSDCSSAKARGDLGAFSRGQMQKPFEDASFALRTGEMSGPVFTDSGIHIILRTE
TrxR1 inh = blocks rat thioredoxin reductase 1. O89049. recombinant rTrxR1, NADPH fluorescence consumption, selenite substrate. Potency, µM (doses to about 114 µM), for the others: at the highest dose activity change, negative = inhibition, usual class: inhibitors. 390,000 tested, 1% active. AID 588453; also: potency is read from the fitted curve at half-maximal effect; % is scaled to controls: 0 for no effect and ±100 for the full control effect; nearly all actives have a fitted effect of over 65% in size
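Rat TrxR1 (90 nM in the dispensed reagent) was pre-reduced with 400 uM NADPH for 5 min at room temperature, then incubated with compound for 15 min. After 400 uM selenite was added, NADPH fluorescence (Ex 340/Em 450 nm) was followed for 8 min.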
D2 agonist = D2 dopamine receptor (human) agonism; 340,000 tested, 0.53% active; P14416; activation, % at 2 µM; AID 485358; HEK293 T-REx D2 cells, calcium flux agonist mode;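 active = activation over 3 SD above normal in the single-dose calcium agonist read, cut at about 30% in these data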; also: 0% is about no effect
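Tetracycline-induced HEK293 T-REx cells with force-coupled D2 receptor, plated overnight at 30 C, loaded with no-wash calcium dye. After a 10 s baseline, compound was pin-added and calcium flux read kinetically for 180 s; calcium rises flagged agonists.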
TRHR enhancer = allosteric enhancers of human TRH receptor | P34981 | TRHR cells, fluo-8 calcium fluorescence, EC20 TRH enhancement | enhancement, % at 2 µM | 360,000 tested, 0.66% active | AID 493056; in the data active = enhancement above about 30%; also: 0% is about no effect
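TRHR-expressing cells loaded with fluo-8 calcium dye were read kinetically (ex 480/em 530) during compound addition, then stimulated with an EC20 of TRH (10 nM final). Enhancement of the Gq-mediated intracellular calcium response was scored.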
D2 antagonist = antagonizes the human D2 dopamine receptor | P14416 | 340,000 tested, 2% active | HEK293 TREx D2 cells, calcium flux, dopamine EC80 | AID 485344 | inhibition, % at 10 µM; in the data active = inhibition above about 30%; also: 0% is about no effect
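HEK293 T-REx D2 cells, tet-induced, calcium dye no-wash. Cpd pintool add, 180 s kinetic, then EC80 DA, 180 s kinetic. Ca flux read.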
USP1-UAF1 inh = blocks the human USP1/UAF1 deubiquitinase complex | O94782 | recombinant USP1/UAF1, Ub-Rhodamine cleavage fluorescence | Potency, µM (series often up to 57.1 µM), without a hit: at the highest dose activity change, negative = inhibition, actives largely listed as inhibitors | 390,000 tested, 0.23% active | AID 743255; also: potency is read from the fitted curve at half-maximal effect; % is scaled to controls: 0 for no effect and ±100 for the full control effect; nearly all actives have a fitted effect of over 60% in size; inactives centre near -12
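High-throughput fluorogenic screen: 1nM USP1/UAF1 complex, Ub-Rho substrate 150nM final, 50mM HEPES pH 7.8 with 0.5mM EDTA, 0.1 mg/ml BSA, 1mM TCEP and 0.01% Tween-20.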
TrxR1 substrate = rat thioredoxin reductase 1 substrate activity. O89049. purified TrxR1 substrate turnover, NADPH consumption readout. Potency, µM (highest dose often 114 µM), without a hit: at the highest dose activity change, negative = substrate turnover. 390,000 tested, 0.01% active; also: potency is read from the fitted curve at half-maximal effect; % is scaled to controls: 0 for no effect and ±100 for the full control effect; nearly all actives have a fitted effect of over 50% in size
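Rat TrxR1, dispensed at 90 nM, was prereduced with 400 uM NADPH (final) for 5 min at ~22 deg C, then incubated with compound 15 min before 400 uM selenite. A first-read NADPH fluorescence drop versus no-compound background flagged substrates.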
An asterisk follows results filed as active; [ ] = another dose, or the depositor's remark. Unless noted, calls follow the shape of the dose curve; as a rule, active = well fitted inhibition curve with a large enough effect; inconclusive = small, poorly fitted or top-dose-only effect; inactive = no such curve, though single readings can be large or run the other way. The list is partial; the hit share may differ from the screen's.

CCCCN1C=C(C(=O)OC)C(c2ccccc2Cl)C(C(=O)OC)=C1 was read as TRHR ag 1.4, mIDH1 inhibitor 1.2%, Pin1 inh -0.3%, TrxR1 inh 21.6%, D2 agonist -0.7, TRHR enhancer 4.0, D2 antagonist 7.9, USP1-UAF1 inh -16.5% and TrxR1 substrate 98.9%[activator].
`O=C(c1ccco1)N1CCN(C/C=C/c2ccccc2)CC1` gave TRHR ag 0.1, mIDH1 inhibitor -1.5%, Pin1 inh -5.1%, TrxR1 inh 6.1%[57.1 µM], D2 agonist 89.5*, TRHR enhancer 1.3, D2 antagonist 1.5, USP1-UAF1 inh 4.1% and TrxR1 substrate -8.1%.
Cc1cccc(C)c1NC(=O)Cn1cnc2c(=O)n(C)c(=O)n(C)c21 was read as TRHR ag 0.1, mIDH1 inhibitor 1.3%, Pin1 inh -10.2%, TrxR1 inh 15.2%, D2 agonist 0.1, TRHR enhancer -3.5, D2 antagonist -32.7, USP1-UAF1 inh -11.0% and TrxR1 substrate 10.5%.
For Cc1cccc(-n2nnnc2SCn2nnc3ccccc3c2=O)c1 the results were TRHR ag -0.5, mIDH1 inhibitor 6.2%, Pin1 inh -3.2%, TrxR1 inh 9.2%[57.1 µM], D2 agonist 1.4, TRHR enhancer 8.1, D2 antagonist 4.9, USP1-UAF1 inh -12.3% and TrxR1 substrate 1.7%[57.1 µM].
Screening CC(NC(=O)c1cn(C)c2ccc(S(=O)(=O)N3CCCC3)cc2c1=O)c1ccc2c(c1)OCCO2 (configuration not stated) returned TRHR ag 0.5, mIDH1 inhibitor 10.2%, Pin1 inh -2.4%, TrxR1 inh 4.3%, D2 agonist 0.0, TRHR enhancer -30.6, D2 antagonist 5.3, USP1-UAF1 inh -11.8% and TrxR1 substrate -3.4%.
C/C(=N/NC(=O)c1ccoc1C)c1ccc(NC(=O)c2ccncc2)cc1 was read as TRHR ag 0.3, mIDH1 inhibitor -0.5%, Pin1 inh 12.5%, TrxR1 inh -21.3%, D2 agonist -0.8, TRHR enhancer -1.9, D2 antagonist -9.3, USP1-UAF1 inh -12.2% and TrxR1 substrate -19.5%.
Screening O=C(COc1cccnc1[N+](=O)[O-])Nc1ccc2c(c1)OC(F)(F)O2 returned TRHR ag 0.2, mIDH1 inhibitor 5.6%, Pin1 inh -2.9%, TrxR1 inh -1.8%, D2 agonist -0.5, TRHR enhancer 0.6, D2 antagonist -20.1, USP1-UAF1 inh -0.9% and TrxR1 substrate -6.7%.
Screening O=C(Cc1cccc2ccccc12)NNC(=O)Nc1cccc(Cl)c1 returned TRHR ag -0.4, mIDH1 inhibitor 6.8%, Pin1 inh -0.6%, TrxR1 inh 10.8%, D2 agonist -0.4, TRHR enhancer 0.0, D2 antagonist 4.5, USP1-UAF1 inh -12.3% and TrxR1 substrate -2.1%.
`CC1=CC(=C(C#N)c2nc3ccccc3s2)C=C(C)N1CC1CCCO1` (configuration not stated) gave TRHR ag 38.8*, mIDH1 inhibitor 5.9%, Pin1 inh inconclusive, TrxR1 inh 21.4%[57.1 µM], D2 agonist 7.6, TRHR enhancer 5.3, D2 antagonist -9.1, USP1-UAF1 inh inconclusive and TrxR1 substrate -12.8%.
For CCOC(=O)C1(Cc2ccccc2)CCN(Cc2cnn(-c3ccccc3)c2)CC1 the results were TRHR ag 0.0, mIDH1 inhibitor 17.9%, Pin1 inh -3.4%, TrxR1 inh 29.7%[11.4 µM], D2 agonist -1.0, TRHR enhancer -1.9, D2 antagonist 33.3*, USP1-UAF1 inh -5.6% and TrxR1 substrate 9.4%[11.4 µM].
COc1ccc(C(C(=O)NC2CCCCC2)N(C(=O)c2ccccn2)c2cccnc2)cc1 (configuration not stated) was read as TRHR ag 1.4, mIDH1 inhibitor 0.2%, Pin1 inh -9.4%, TrxR1 inh 20.8%[57.1 µM], D2 agonist 1.0, TRHR enhancer 7.1, D2 antagonist 5.1, USP1-UAF1 inh -21.3% and TrxR1 substrate 8.8%.
CC1(C)CCC(=O)N2CC[C@H]3c4cc5ccccc5nc4C[C@@H]1[C@H]32 was read as mIDH1 inhibitor -2.0%, Pin1 inh 0.3%, TrxR1 inh 30.5%, USP1-UAF1 inh -13.2% and TrxR1 substrate 1.8%.
For CC(=O)Nc1ccc(S(=O)(=O)NC(CC(=O)N(C)Cc2ccccc2)C(C)C)cc1 (configuration not stated) the results were TRHR ag -0.1, mIDH1 inhibitor -3.9%, Pin1 inh -4.2%, TrxR1 inh -0.9%[57.1 µM], D2 agonist -0.2, TRHR enhancer 15.5, D2 antagonist -15.4, USP1-UAF1 inh -3.6% and TrxR1 substrate -0.9%[57.1 µM].
`CCC(=O)N1CCN(c2ccc(NC(=O)COc3ccccc3[N+](=O)[O-])cc2)CC1` gave TRHR ag 0.4, mIDH1 inhibitor 2.7%, Pin1 inh 2.7%, TrxR1 inh -1.3%, TRHR enhancer 11.6, USP1-UAF1 inh -17.5% and TrxR1 substrate -7.4%.
`Cc1ccc(OCc2nc(-c3ccccn3)no2)cc1` gave TRHR ag -0.3, mIDH1 inhibitor 0.9%, Pin1 inh 3.3%, TrxR1 inh 24.7%, D2 agonist -0.8, TRHR enhancer -3.0, D2 antagonist 0.7, USP1-UAF1 inh 10.5% and TrxR1 substrate 13.6%.
Cc1cccc(Nc2nnc(SC3CCOC3=O)s2)c1C (configuration not stated) was read as TRHR ag -0.8, mIDH1 inhibitor 8.9%, Pin1 inh 0.4%, TrxR1 inh 0.8%, D2 agonist 0.6, TRHR enhancer -2.0, D2 antagonist -9.4, USP1-UAF1 inh -11.1% and TrxR1 substrate -8.7%.
`O=C(C=C1CCN(c2ncc(C(F)(F)F)cc2Cl)CC1)NNC(=O)Nc1ccccc1` gave TRHR ag -0.4, mIDH1 inhibitor 0.8%, Pin1 inh 1.9%, TrxR1 inh -15.9%, D2 agonist -0.5, TRHR enhancer 5.9, D2 antagonist 0.7, USP1-UAF1 inh -5.0% and TrxR1 substrate -1.2%.
For Cn1c(CCc2ccc(N)cc2)nc2ccccc21 the results were TRHR ag 0.9, mIDH1 inhibitor 4.6%, Pin1 inh 1.6%, TrxR1 inh 38.9%[activator], D2 agonist 3.6, TRHR enhancer -1.5, D2 antagonist -3.0, USP1-UAF1 inh -6.3% and TrxR1 substrate 11.7%.
`CCN1CCN(Cc2cccc(Oc3ccc(Cl)cc3)c2)CC1` gave TRHR ag -0.2, mIDH1 inhibitor 0.1%, Pin1 inh 4.6%, TrxR1 inh -16.6%[2.29 µM], D2 agonist 0.5, TRHR enhancer -9.3, D2 antagonist 13.9, USP1-UAF1 inh -3.5% and TrxR1 substrate 11.1%[57.1 µM].
CN(C)C(=O)N1CCC(C(=O)NCc2ccc(F)cc2Cl)CC1 was read as TRHR ag 0.1, mIDH1 inhibitor 6.1%, Pin1 inh 4.2%, TrxR1 inh 40.2%[activator], D2 agonist 0.0, TRHR enhancer 8.1, D2 antagonist -15.7, USP1-UAF1 inh inconclusive and TrxR1 substrate 20.6%.
Screening O=C(CN1C(=O)NC2(CCCCC2)C1=O)NCCC1=CCCCC1 returned TRHR ag -0.1, mIDH1 inhibitor -5.6%, Pin1 inh 2.9%, TrxR1 inh 6.1%, D2 agonist 0.4, TRHR enhancer -1.8, D2 antagonist 1.5, USP1-UAF1 inh -6.8% and TrxR1 substrate 12.9%.
Cc1ccccc1C(=O)NC1CCN(CC(=O)Nc2ccccc2)CC1 was read as TRHR ag 1.2, mIDH1 inhibitor 0.2%, Pin1 inh -14.6%, TrxR1 inh 0.9%, D2 agonist -2.2, TRHR enhancer 7.4, D2 antagonist 12.8, USP1-UAF1 inh -9.4% and TrxR1 substrate 4.1%.
For COc1ccc(NC(=O)COc2ccccc2C#N)c(S(=O)(=O)N2CCCCC2)c1 the results were TRHR ag 0.1, mIDH1 inhibitor 0.8%, Pin1 inh 6.5%, TrxR1 inh 17.2%, D2 agonist 0.3, TRHR enhancer -3.0, D2 antagonist -22.6, USP1-UAF1 inh -0.4% and TrxR1 substrate 2.9%.
Screening Cc1ccc(C)c(S(=O)(=O)Nc2ccc3cn[nH]c3c2)c1 returned TRHR ag 0.4, mIDH1 inhibitor -2.4%, Pin1 inh -3.1%, TrxR1 inh 15.8%, D2 agonist 0.8, TRHR enhancer -9.0, D2 antagonist -15.5, USP1-UAF1 inh -13.0% and TrxR1 substrate -0.2%.
Screening COc1ccc(-n2c(C)cc(C(=O)CN3C(=O)C(=O)N(Cc4ccccc4)C3=O)c2C)cc1 returned TRHR ag 0.0, mIDH1 inhibitor 9.9%, Pin1 inh 26.9%, TrxR1 inh 36.1%[activator], D2 agonist -6.6, TRHR enhancer -2.4, D2 antagonist -3.3, USP1-UAF1 inh -23.6% and TrxR1 substrate 9.0%.
For COc1cc(C(=O)NC(C)CCn2cccn2)ccc1OC1CCN(C(C)=O)CC1 (configuration not stated) the results were TRHR ag -0.2, mIDH1 inhibitor -0.6%, Pin1 inh -0.3%, TrxR1 inh 9.9%, D2 agonist 0.1, TRHR enhancer -1.5, D2 antagonist 0.8, USP1-UAF1 inh -18.3% and TrxR1 substrate 0.8%.
For Cc1ccc(S(=O)(=O)/N=C(\N)c2ccc(Cl)cc2)cc1 the results were TRHR ag -0.8, mIDH1 inhibitor 4.2%, Pin1 inh -2.6%, TrxR1 inh 4.9%, D2 agonist -0.5, TRHR enhancer -2.5, D2 antagonist 5.1, USP1-UAF1 inh -15.3% and TrxR1 substrate 3.5%.

Random excerpt: 2 compounds from above.
Cc1ccccc1C(=O)NC1CCN(CC(=O)Nc2ccccc2)CC1 was read as TRHR ag 1.2, mIDH1 inhibitor 0.2%, Pin1 inh -14.6%, TrxR1 inh 0.9%, D2 agonist -2.2, TRHR enhancer 7.4, D2 antagonist 12.8, USP1-UAF1 inh -9.4% and TrxR1 substrate 4.1%.
Screening COc1ccc(-n2c(C)cc(C(=O)CN3C(=O)C(=O)N(Cc4ccccc4)C3=O)c2C)cc1 returned TRHR ag 0.0, mIDH1 inhibitor 9.9%, Pin1 inh 26.9%, TrxR1 inh 36.1%[activator], D2 agonist -6.6, TRHR enhancer -2.4, D2 antagonist -3.3, USP1-UAF1 inh -23.6% and TrxR1 substrate 9.0%.
